TSHR antag: Antagonists of the Thyroid Stimulating Hormone Receptor: HTS campaign | Thyrotropin receptor (Homo sapiens), P16473 | TSHR-expressing cells, TSH-stimulated cAMP HTRF, 2 h; stronger effect = lower value | activity change, negative = inhibition, % at 11.5 µM | 330,000 tested, 0.2% active | AID 504810, 2011;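 active = activity change below a set negative limit, meaning inhibition stronger than a set level, cut at about -70% in these data; inconclusive = activity change between two set negative limits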; also: % is scaled to controls: 0 for no effect and ±100 for the full control effect
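Antagonism was scored as loss of TSH-driven cAMP in TSHR cells, stimulated with 4nM TSH (EC80) for 2 hours at 37 deg C and detected by homogeneous HTRF competition immunoassay.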
Integrin act MD: qHTS for Activators of Integrin-Mediated Alleviation for Muscular Dystrophy; alpha7betagal myoblasts, beta-gal FDG fluorescence, 48 h; AID 624291, 2012; 350,000 tested, 0.064% active; Potency, µM (titrated, usually from 38.3 µM), for the others: at the highest dose activation, usual class: activators;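 also: potency is read from the fitted curve at half-maximal effect; 100% = response of the positive control SU9516; nearly all actives have a fitted effect of over 60% in size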
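alpha7betagal+/- myoblasts (passage 13, 250/well) treated 48 h at 37C with compounds at 1:260 dilution of DMSO stock. Lysed, then beta-galactosidase activity read as FDG fluorescence (ex 480/em 540) after 30 min, with pre-read for autofluorescence.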
Eya2 inh: qHTS Assay for Inhibitors of the Phosphatase Activity of Eya2; Protein phosphatase EYA2 (Homo sapiens), O00167; recombinant Eya2, OMFP fluorescence dephosphorylation (OMFP is methylfluorescein phosphate); Potency, µM (top dose mostly 76.9 µM), inactives show top-dose activity, negative = inhibition, hits mostly inhibitors; 330,000 tested, 0.006% active; AID 488837, 2010; also: potency is read from the fitted curve at half-maximal effect; % is scaled to controls: 0 for no effect and ±100 for the full control effect
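Eya2 protein (added as 0.2 uM solution) was preincubated with compound for 10 min at ambient temperature in 50 mM HEPES pH 7.5, 50 mM NaCl, 5 uM MgCl2, 0.05% BSA, 1 mM DTT. OMFP (added at 50 uM) then reacted 10 min; fluorescence read at 485/525 nm.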
Tb PFK block: qHTS Assay to Find Inhibitors of T. brucei phosphofructokinase | 330,000 tested, 0.17% active | ATP-dependent 6-phosphofructokinase (Trypanosoma brucei brucei), O15648 | AID 485367, 2010 | Potency, µM (titrated, usually from 57.5 µM), inactives show top-dose activity, negative = inhibition, hits mostly inhibitors | T. brucei PFK, ADP-Glo luminescence;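 also: potency is read from the fitted curve at half-maximal effect; 0% = uninhibited 1x PFK enzyme wells and -100% = no-enzyme wells; nearly all actives have a fitted effect of over 60% in size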
Target sequence (O15648 whole entry, looked up): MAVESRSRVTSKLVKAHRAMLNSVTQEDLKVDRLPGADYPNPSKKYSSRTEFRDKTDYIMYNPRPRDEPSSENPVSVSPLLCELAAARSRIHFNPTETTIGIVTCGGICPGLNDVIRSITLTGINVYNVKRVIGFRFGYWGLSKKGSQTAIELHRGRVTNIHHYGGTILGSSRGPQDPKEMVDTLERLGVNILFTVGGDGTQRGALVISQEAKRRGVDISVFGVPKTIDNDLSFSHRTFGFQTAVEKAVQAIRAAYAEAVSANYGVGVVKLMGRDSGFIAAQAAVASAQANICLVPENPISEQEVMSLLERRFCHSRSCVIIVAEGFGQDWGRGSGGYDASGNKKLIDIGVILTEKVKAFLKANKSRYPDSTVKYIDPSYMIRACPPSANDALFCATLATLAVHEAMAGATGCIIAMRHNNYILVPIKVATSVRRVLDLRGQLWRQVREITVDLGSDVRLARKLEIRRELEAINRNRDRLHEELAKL
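In TEA buffer at pH 8.0 with 5 mM MgCl2, enzyme (1.25 nM) converted F6P (0.5 mM) and ATP (0.1 mM) for 45 min at room temperature. ADP product was read by luciferase luminescence.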
ELG1 repair inh: qHTS screen for small molecules that inhibit ELG1-dependent DNA repair in human embryonic kidney (HEK293T) cells expressing luciferase-tagged ELG1; HEK293T ELG1-luciferase reporter, luminescence, 16 h; DNA damage induced by 5-fluorouridine; Potency, µM (titrated, usually from 46.1 µM), for the others: at the highest dose activity change, negative = inhibition, hits mostly inhibitors; 330,000 tested, 2.3% active; AID 504467, 2011; also: potency is read from the fitted curve at half-maximal effect; % is scaled to controls: 0 for no effect and ±100 for the full control effect; nearly all actives have a fitted effect of over 55% in size
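Step one: seed 2,000 cells per well. Step two: pin-transfer compound or DMSO alongside 5-fluorouridine. Step three: incubate 16 hr, 37 °C, 5% CO2. Step four: add ONE-Glo, wait 30 min, read luminescence.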
BCR signal inh: qHTS Assay to Find Inhibitors of Chronic Active B-Cell Receptor Signaling; 340,000 tested, 0.05% active; ABC-DLBCL IkBa-CBG/CBR reporter, luminescence ratio, 4 h; Potency, µM (top dose mostly 46.1 µM), for inactives: top-dose ratio change, negative = lower green/red ratio, most hits filed as inhibitors; active = well fitted inhibition curve with a large enough effect in the signal ratio, with a control signal flat, not every such curve was filed as active; inconclusive = small, poorly fitted or top-dose-only effect, or effect the other way, or a change in a side signal; the % refers to the signal ratio;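 also: potency is read from the fitted curve at half-maximal effect; plate controls were basal doxycycline-induced cells for no effect and cells given 10 µM MG132 for full effect; MG132 reads +100%, hits lower the ratio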
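Compounds up to 46 uM were incubated four hours with TMD8 cells whose green CBG68 luciferase is fused to IkappaBalpha; red CBR luminescence normalised the signal, and concentration-effect curves were fitted to fusion, red and ratio data.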
Mito fusion act: qHTS Assay for Small Molecule Inhibitors of Mitochondrial Division or Activators of Mitochondrial Fusion | 320,000 tested, 0.23% active | AID 485298, 2010 | Potency, µM (highest dose often 46.1 µM), for inactives: at the top dose growth rescue (activation), actives largely listed as activators | S. cerevisiae fusion-defective mutant growth rescue, CellTiterGlo 48 h;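 also: potency is read from the fitted curve at half-maximal effect; % of control where 0% means no effect; nearly all actives have a fitted effect of over 45% in size; temperature-sensitive fusion mutants such as fzo1-1 at 37 °C on non-fermentable ethanol glycerol medium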
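Read-out: ATP-based luminescence (CellTiterGlo, 10 min ambient) reporting growth of fusion-defective ts yeast after 48 hours at 37C on glycerol/ethanol YPEG medium in the presence of compound.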
PTAP TSG101 blk: qHTS Assay for Iinhibitors of HIV-1 Budding by Blocking the Interaction of PTAP/TSG101 | Fluorescence polarization, FITC-PTAP peptide / Tsg101 binding | Potency, µM (titrated, usually from 115 µM), for the others: at the highest dose activity change, negative = inhibition, usual class: inhibitors | 340,000 tested, under 10 active; active = well fitted inhibition curve with a large enough effect in the main read-out, with a control signal flat, not every such curve was filed as active; inconclusive = small, poorly fitted or top-dose-only effect, or effect the other way, or a change in a side signal; inactive = no such curve, though single readings can be large or run the other way; also: potency is read from the fitted curve at half-maximal effect; % of control where 0% means no effect
Target sequence (Q99816 whole entry, looked up): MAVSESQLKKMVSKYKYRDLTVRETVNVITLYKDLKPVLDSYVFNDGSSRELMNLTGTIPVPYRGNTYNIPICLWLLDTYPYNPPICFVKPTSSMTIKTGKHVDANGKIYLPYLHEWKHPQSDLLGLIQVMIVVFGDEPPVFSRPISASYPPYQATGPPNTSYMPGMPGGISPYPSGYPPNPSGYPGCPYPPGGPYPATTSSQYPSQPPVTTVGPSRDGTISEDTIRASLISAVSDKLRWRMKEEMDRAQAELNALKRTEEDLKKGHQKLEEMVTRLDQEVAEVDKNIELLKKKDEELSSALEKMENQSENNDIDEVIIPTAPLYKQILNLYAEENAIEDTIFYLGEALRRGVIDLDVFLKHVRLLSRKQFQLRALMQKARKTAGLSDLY
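Fluorescence anisotropy tracks displacement of a FITC-tagged PTAP peptide (50 nM) from the Tsg101 binding domain (10 uM), following a 20 min room-temperature incubation at pH 7.5.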
S-ASM inh: Inhibitors of Secretory Acid Sphingomyelinase (S-ASM): qHTS; Sphingomyelin phosphodiesterase (Homo sapiens), P17405; Potency, µM (top dose mostly 57.5 µM), for inactives: at the top dose activity change, negative = inhibition, usual class: inhibitors; 340,000 tested, 0.006% active; AID 504937, 2011; placental ASM, HMU-PC fluorogenic substrate, 60 min; also: potency is read from the fitted curve at half-maximal effect
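Steps: dispense placental human ASM, pin compound, wait 10 min at room temperature, add HMU-PC0 substrate at 9 uM final, incubate 60 min at 37 °C, add stop solution raising pH to 10, read fluorescence.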
A-T KAP1 phos: qHTS Assay for Identifying a Potential Treatment of Ataxia-Telangiectasia; […] A-T fibroblasts, KAP-1 phosphorylation AlphaLISA; neocarzinostatin DNA damage 30 min before lysis; Potency, µM (top dose mostly 57.5 µM), for the others: top-dose activation, usual class: activators; 320,000 tested, 0.19% active; AID 485349, 2010; also: potency is read from the fitted curve at half-maximal effect; % of control where 0% means no effect; nearly all actives have a fitted effect of over 45% in size
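ATM-like activity read as KAP-1 phosphorylation via AlphaLISA donor/acceptor antibody pairs after lysis and 6 hr at 25C. Cells were ATM-null patient fibroblasts ([…], hTERT), dosed 60 min, then exposed to the DSB inducer NCS for 30 min.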
TCR act: Activators of T cell receptors: qHTS campaign | Potency, µM (titrated, usually from 9.22 µM), without a hit: at the highest dose activation of IL-2 secretion, most hits filed as activators | 330,000 tested, under 10 active | primary human leukocytes, anti-CD3, IL-2 HTRF, 48 h; also: % of control where 0% means no effect
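Primary human leukocytes incubated 48 hr with anti-CD3 beads plus compound, without co-stimulation. Secreted IL-2 measured by HTRF (europium cryptate/d2 anti-IL-2 pair, 320 nm excitation, 665 nm emission).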
Starred values were filed as active, the others as inactive; ? = inconclusive; nt = not tested or not shown; [ ] = another dose, or the depositor's remark. Unless noted, calls follow the shape of the dose curve; as a rule, active = well fitted curve in the direction sought with a large enough effect; inconclusive = small, poorly fitted or top-dose-only effect, or another doubt; inactive = no such curve, though single readings can be large; an effect the other way counts as inactive or inconclusive.

SMILES	TSHR antag	Integrin act MD	Eya2 inh	Tb PFK block	ELG1 repair inh	BCR signal inh	Mito fusion act	PTAP TSG101 blk	S-ASM inh	A-T KAP1 phos	TCR act
O=C(c1cc(Cl)ccc1O)N1CCN(S(=O)(=O)Cc2ccccc2)CC1	-2	-1%	-3%	1%	?	-2%	nt	-4%	1%	5%	5%
CN1CCN(CC(O)Cn2c3ccccc3c3ccccc32)CC1 (stereo not given)	7	-26%	-5%	-9%	-1%	3%	-13%	-5%	0%	1%	1%
Cc1cc(SCC#N)n2nc(C)c(-c3ccc(Cl)cc3)c2n1	-11	-27%	9%	1%	5%	?	-4%	6%	-2%	4%	6%
COc1cccc(OC)c1C(=O)Nc1ccc(N2CCN(C(=O)c3cccs3)CC2)cc1	-13	-5%	11%	0%	-11%	-14%	1%	nt	1%	-2%	4%
CC1COC(Cn2c3ccccc3c3ccccc32)O1 (stereo not given)	4	39%	-9%	2%	-12%	?	3%	-1%	4%	9%	9%
COc1ccc(CCC(N)=O)cc1OC	7	-18%	30%	-6%	3%	6%	1%	-1%	4%	2%	-3%
Cn1c(=NCC(O)COc2ccccc2)sc2ccccc21 (stereo not given)	13	-4%	-2%	1%	27%	?	-1%	-1%	-4%	6%	2%
Cc1cc(C(=O)COC(=O)c2ccc(O)cc2)c(C)n1CC1COc2ccccc2O1 (stereo not given)	-2	-43%	-9%	-8%	?	?	?	-1%	-23%	-9%	-1%[46.1 µM]
NC(=O)C(=O)N/N=C/c1cccc(C(F)(F)F)c1	-6	-10%	18%	0%	3%	1%	-5%	0%	-1%	-4%	3%
CCOc1ccc(NC(=S)Nc2ccc(OC)cc2)cc1	6	-6%	-21%	1%	-2%	?	-15%	1%	0%	-6%	1%
CCOC(=O)c1cnn(-c2cc(C)nc3c(-c4ccccc4)c(C)nn23)c1N	6	26%	0%	0%	-1%	-1%	-3%	0%	1%	-6%	-4%
CC(=O)NC1CCN(CC(=O)Nc2cccc([N+](=O)[O-])c2)CC1	26	-7%	-18%	-16%	7%	-3%	-10%	-1%	0%	-7%	-9%
COc1ccc(CCN2C(=O)c3cccc4c(C(=O)N5CCCCC5)ccc(c34)C2=O)cc1OC	-23	-12%	-1%	4%	3.7µM*	4%	8%	-2%	-4%	0%	4%[46.1 µM]
COc1ccc(C(=O)NNC(=O)C(=O)/C=C(\O)c2ccc(C)cc2)cc1	4	24%	8%	-19%	-12%	-1%	13%	-2%	-10%	0%	-5%
Cc1ccnc(NS(=O)(=O)c2ccc(NS(=O)(=O)c3cccs3)cc2)n1	1	-9%	0%	4%	1%	1%	2%	-4%	5%	-1%	1%[46.1 µM]
CC(=O)OCCc1[nH]c2ccccc2c1C	7	19%	-1%	-4%	-8%	-8%	1%	1%	3%	7%	-2%
O=C(CC(Nc1cccc(Cl)c1Cl)C(=O)O)c1ccccc1 (stereo not given)	22	12%	8%	10%	14%	?	0%	-2%	5%	3%	-4%
CC12CCC(=O)N1C(C(=O)NCCN1C(=O)S/C(=C\c3ccccc3F)C1=O)CS2 (stereo not given)	-3	24%	-8%	0%	-26%	?	8%	0%	-1%	-9%	6%
COc1cccc(NC(=O)N2CCN(C(=O)C(Cc3ccc(OC)c(OC)c3)NC(C)=O)CC2)c1 (stereo not given)	-1	-14%	4%	-5%	-4%	1%	-3%	-4%	3%	6%	-11%[46.1 µM]
CCn1c(SCC(=O)NCCc2ccccc2)nnc1-c1cccs1	6	13%	8%	0%	-3%	1%	-2%	-1%	0%	5%	-4%
CCOC(=O)N1CCN(Cc2nc3cc(NC(=O)CC(C)C)ccc3n2C)CC1	0	-9%	7%	1%	-24%	3%	16%	-5%	2%	1%	4%
CC1CC(C)(C)N(C(=O)CN2C(=O)c3ccccc3C2=O)c2ccccc21 (stereo not given)	-1	7%	-12%	-2%	-22%	12%	24%	-1%	-4%	1%	3%[46.1 µM]
O=C1C=C(c2cccs2)CC(c2cccs2)C1n1cnc([N+](=O)[O-])c1 (stereo not given)	-14	?	-15%	2%	4%	?	1%	-7%	3%	-7%	4%
COc1ccccc1-n1c(=O)c(C#N)c(-c2ccc([N+](=O)[O-])cc2)c2cc(C(=O)c3cc(F)ccc3O)cnc21	-4	17%	-28%	3%	?	?	-1%	-11%	0%	5%	nt
COc1cccc(NC(=S)N2CCC(c3ccc(C)cc3)C2)c1 (stereo not given)	-5	-45%	-9%	-9%	?	3%	?	-3%	-5%	-6%	2%
O=C(NCc1ccc(OC(F)(F)F)cc1)c1cccc2c1C(=O)c1ccc(N3CCCCC3)cc1S2(=O)=O	19	37%	14%	4%	14%	2%	nt	nt	-6%	-5%	5%
Cn1c(C(C)(O)C(O)c2ccccc2)nc2ccccc21 (stereo not given)	-1	nt	0%	-2%	-1%	3%	4%	nt	nt	5%	1%[46.1 µM]
Nc1cc(S(=O)(=O)Nc2ccc(Br)cc2)ccc1Cl	2	-18%	7%	-2%	?	?	16%	-3%	-10%	-16%	0%
Cc1ccc(S(=O)(=O)Oc2ccccc2/C=N/Nc2ccc(C(=O)O)cc2)cc1	-3	?	-9%	0%	?	nt	12%	-2%	17%	16%	7%
CSc1ccc(C(=O)C2CCCN(Cc3ccc(N4CCNC4=O)cc3)C2)cc1 (stereo not given)	25	-1%	12%	-4%	6%	-13%	-14%	1%	-2%	-5%	nt
Cc1ccc(NC(=O)C2CCCN(S(=O)(=O)c3c(C)noc3C)C2)c(C)c1 (stereo not given)	2	7%	-7%	4%	-18%	-5%	3%	0%	0%	4%	2%

Compounds from the list above that have a nitro group on carbon, in the order listed:
SMILES	TSHR antag	Integrin act MD	Eya2 inh	Tb PFK block	ELG1 repair inh	BCR signal inh	Mito fusion act	PTAP TSG101 blk	S-ASM inh	A-T KAP1 phos	TCR act
CC(=O)NC1CCN(CC(=O)Nc2cccc([N+](=O)[O-])c2)CC1	26	-7%	-18%	-16%	7%	-3%	-10%	-1%	0%	-7%	-9%
O=C1C=C(c2cccs2)CC(c2cccs2)C1n1cnc([N+](=O)[O-])c1 (stereo not given)	-14	?	-15%	2%	4%	?	1%	-7%	3%	-7%	4%
COc1ccccc1-n1c(=O)c(C#N)c(-c2ccc([N+](=O)[O-])cc2)c2cc(C(=O)c3cc(F)ccc3O)cnc21	-4	17%	-28%	3%	?	?	-1%	-11%	0%	5%	nt

3 compounds out of the list, sorted by formula weight, high to low:
SMILES	TSHR antag	Integrin act MD	Eya2 inh	Tb PFK block	ELG1 repair inh	BCR signal inh	Mito fusion act	PTAP TSG101 blk	S-ASM inh	A-T KAP1 phos	TCR act
CSc1ccc(C(=O)C2CCCN(Cc3ccc(N4CCNC4=O)cc3)C2)cc1 (stereo not given)	25	-1%	12%	-4%	6%	-13%	-14%	1%	-2%	-5%	nt
CCn1c(SCC(=O)NCCc2ccccc2)nnc1-c1cccs1	6	13%	8%	0%	-3%	1%	-2%	-1%	0%	5%	-4%
Cn1c(C(C)(O)C(O)c2ccccc2)nc2ccccc21 (stereo not given)	-1	nt	0%	-2%	-1%	3%	4%	nt	nt	5%	1%[46.1 µM]

Screening data: PubChem, National Center for Advancing Translational Sciences (NCATS)
